TIM10 inh: inhibits growth of TIM10 yeast strain; S. cerevisiae TIM10 strain growth, BacTiter-Glo luminescence, 24 h; AID 463195; inhibition, % at 10 µM; 330,000 tested, 1.4% active;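 active = inhibition of 40% or more at the single tested concentration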;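 note: wild-type TIM10 isogenic control strain grown at permissive 25 °C; 0% = DMSO yeast wells and 100% = minimal medium wells without yeast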
APJ ag: APJ receptor agonism. P35414. CHO-K1 APJ PathHunter beta-arrestin, luminescence; 0% DMSO wells, 100% apelin. activation, % at 20 µM. 330,000 tested, 0.11% active. AID 2520;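 active = activation more than six SD over the plate average, tested at 20 µM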;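 note: 0% = DMSO alone and 100% = apelin-13 at 10 nM; some results filed as inactive read as strong as hits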
Target sequence (P35414 whole entry, looked up): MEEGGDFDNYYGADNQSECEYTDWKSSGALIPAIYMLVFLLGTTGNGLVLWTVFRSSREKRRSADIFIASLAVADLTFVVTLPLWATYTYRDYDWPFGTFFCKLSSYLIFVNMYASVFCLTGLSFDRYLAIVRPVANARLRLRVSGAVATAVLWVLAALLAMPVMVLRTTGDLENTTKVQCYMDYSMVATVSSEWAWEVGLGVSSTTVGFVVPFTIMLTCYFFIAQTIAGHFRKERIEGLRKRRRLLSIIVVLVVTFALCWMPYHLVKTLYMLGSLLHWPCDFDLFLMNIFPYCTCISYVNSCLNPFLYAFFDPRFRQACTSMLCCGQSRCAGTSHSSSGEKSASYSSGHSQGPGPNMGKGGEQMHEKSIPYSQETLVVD
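assay system = CHO-K1 APJ beta-arrestin complementation cell line | input = cell density 1000 per well | dosing = compound 20 µM once, DMSO 1% | timing = compound 90 min 25 °C, reagent 1 h | measured by = luminescence from split beta-galactosidase complementation, Galacton Star/Emerald II substrate | read-out basis = APJ agonist activity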
NALP3 yeast inh: inhibitors of NALP3 inflammasome in yeast; inhibition, % at 10 µM; Yeast reconstituted NLRP3/ASC/caspase-1, beta-gal luminescence, 24 h; 330,000 tested, 0.39% active; AID 2825;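 active = inhibition of 50% or more; inactive = inhibition below 50%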;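 note: plate controls were induced DMSO wells for no effect and uninduced yeast grown without galactose for full effect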
APJ antagonist: blocks the human apelin receptor APJ; P35414; CHO-K1 APJ beta-arrestin complementation, luminescence; inhibition, % at 20 µM; 330,000 tested, 0.32% active;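 active = inhibition above about 40% at 20 µM, limit read from the data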;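 note: cells challenged with 10 nM apelin-13 agonist together with compound; plate controls were apelin-13 plus DMSO wells for no effect and DMSO wells lacking apelin-13 for full effect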
MPTP block: blocks calcium-induced mitochondrial swelling | isolated mouse mitochondria, Ca2+ swelling absorbance, 30 min | inhibition, % at 10 µM | 360,000 tested, 1.4% active;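 active = inhibition of 50% or more, scaled per plate between neutral and stimulator controls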;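 note: 0% = DMSO wells given calcium and 100% = 1 mM EGTA wells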
tim10-1 inh: inhibits growth of tim10-1 mutant yeast. S. cerevisiae tim10-1 ts strain growth, BacTiter-Glo, 24 h. inhibition, % at 20 µM. 330,000 tested, 2.2% active. AID 463190;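 active = inhibition of at least 40%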;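 note: mutant grown at 25 °C; 0% = DMSO wells with yeast and 100% = wells holding no yeast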
MIN6 prolif: MIN6 beta-cell proliferation induction; 330,000 tested, 0.29% active; proliferation, % at 10 µM; MIN6 cells proliferation, ATPlite luminescence, 48 h; cells starved in 0.2% serum; 100% = growth in 10% serum; AID 2380;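 active = compounds whose signal lies at least 3.5 SD above the mean of all wells on their plate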;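 note: 0% = DMSO-treated cells in low-serum medium and 100% = 10% serum control; some compounds called inactive have numbers as strong as hits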
tim23-1 inh: growth inhibitors of tim23-1 mutant yeast; S. cerevisiae tim23-1 growth, BacTiter-Glo luminescence, 24 h; inhibition, % at 20 µM; 330,000 tested, 1.3% active; AID 463212;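 active = growth inhibition of the mutant yeast at or above 50%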;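 note: temperature-sensitive mutant grown at 25 °C; plate controls were DMSO-treated mutant yeast for no effect and medium wells lacking yeast for full effect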
GRIN3A LBD mod: NR3A (human) ligand-binding domain modulation. AID 1259313. NR3A LBD differential scanning fluorimetry, Tm shift; 0% = protein alone, 100% = glycine-bound protein. 340,000 tested, 2.5% active. Tm shift relative to glycine control, % at 25 µM;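 active = melting temperature shift of at least 10% of the positive control shift, at one fixed dose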
An asterisk follows results filed as active; & = joins results of further samples.

SMILES	TIM10 inh	APJ ag	NALP3 yeast inh	APJ antagonist	MPTP block	tim10-1 inh	MIN6 prolif	tim23-1 inh	GRIN3A LBD mod
COc1ccc(C(=O)NNC(=O)c2ccncc2)cc1	1	-1	1	-1	1.6	-11	4	-7	-3
CC1C2C(c3ccccc3)N(C)C(=O)N(C)C2N(C)C(=O)N1C (centres undefined)	-10	2	9	-6	0.3	0	1	10	-6
CCN(CC)S(=O)(=O)c1ccc(N2CCCC2)c(NC(=O)C2=NN(c3ccccc3)C(=O)CC2)c1	8	0	12	10	-2.3	21	-1	23	4
CCn1nc(C)cc1C(=O)N1CCCC(N2CCN(c3ccccc3OC)CC2)C1 (centres undefined)	-3	1	18	-3	-0.4	13	-2	7	1
Cc1cc(C(=O)CN2C(=O)NC3(CCCCC3)C2=O)c(C)n1C	7	-1	3	-2	0.2	-29	3	6	-2
CC(=O)Nc1ccc(S(=O)(=O)NNC(=O)CCC(=O)NCc2ccccc2)cc1	-4	-3	-7	1	-0.9	-11	0	-10	2
COc1cccc(C(CNC(=O)c2ccc(Cl)c(S(=O)(=O)N3CCCC3)c2)N(C)C)c1 (centres undefined)	4	-1	7	-4	1.6	9	1	9	0
NC1=NC[C@H](CC2CCCCC2)N1CCc1cc(C(F)(F)F)cc(C(F)(F)F)c1	13	-6	2	24	-2.1	23	-9	11	-1
COc1ccc(C2=NOC(C(=O)N3CCN(C(=O)c4ccco4)CC3)C2)cc1OC (centres undefined)	8	-5	-8	-2	-1.3	-10	-1	-4	39*
Cc1cc(NC(=O)CCC(=O)N(CC(=O)NCC2CCCO2)c2ccccc2C)no1 (centres undefined)	12	-1	0	19	-1.6	4	1	-3	0
CCN(CC)S(=O)(=O)c1ccc(C)c(NC(=O)COc2ccc(Br)cc2Cl)c1	-10	-2	3	-8	0.9	1	1	0	2
CCOC(=O)[C@@H]1[C@H]2COc3ccccc3[C@@H]2N2C(=O)N(c3cccc(C)c3)C(=O)[C@]12C	13	-3	4	12	0.5	13	-4	25	-4
CCOC(=O)c1[nH]c(C)c(CCC(=O)O)c1C	-5&6	0&-3	11&3	15&9	-3.9&-2.2	-8&-5	-4&-2	-11&6	1&0
O=c1c(Cl)c(N2CCNCC2)cnn1C12CC3CC(CC(C3)C1)C2	-15	3	-8	-10	0.6	4	-2	9	-1
COc1ccccc1CNC(=O)c1ccc2c(=O)n(CC3CCCO3)c(=S)[nH]c2c1 (centres undefined)	-16	-5	6	16	-2.6	-5	-3	-14	-3
COc1ccc(-c2ccnc(SCC(=O)N3CCN(c4ccccc4)CC3)n2)cc1	30	-3	42	3	3.1	35	-1	28	1
COc1cc(NC(=O)CCn2c(=O)[nH]c3ccsc3c2=O)cc(OC)c1	10	3	12	4	0.4	17	-2	8	1
COc1ccc(-c2nc(N)n(C(=O)c3ccc(C)cc3)n2)cc1	20	-3	15	8	-0.6	18	-2	-4	-1
CCN(CC)CCN1CCn2c3c(c4cc(C)ccc42)CCCC31 (centres undefined)	22	-1	4	-1	0.3	9	-6	21	5
CC(=O)NC1=NC(=O)C(C)S1 (centres undefined)	-14	0	11	15	0.0	-21	2	-9	-3
Cc1cc(N(CC(=O)NC2CC2)S(C)(=O)=O)ccc1Br	-16	-2	7	-18	-0.2	-8	-3	0	5
CCC(C)NS(=O)(=O)c1ccc(S(=O)(=O)N(CC(=O)Nc2ccccc2)CC2CCCO2)cc1 (centres undefined)	7	-4	-1	6	-2.1	4	-2	4	3
O=C(O)c1ccc(Nc2ncc([N+](=O)[O-])cc2[N+](=O)[O-])cc1	8	4	26	-113	-1.8	-9	2	-3	0
COc1ccc(C2=NOC3(CC(=O)N(c4ccc(C)cc4)C3=O)C2)c(OC)c1 (centres undefined)	2	1	9	17	1.3	7	-1	20	1
CC(C)(C)n1nc2c(c1NC(=O)Cc1ccc(Cl)cc1)CS(=O)(=O)C2	5	-1	-8	1	-1.5	8	-2	11	-1

Structures from the list above with a Cl atom:
SMILES	TIM10 inh	APJ ag	NALP3 yeast inh	APJ antagonist	MPTP block	tim10-1 inh	MIN6 prolif	tim23-1 inh	GRIN3A LBD mod
COc1cccc(C(CNC(=O)c2ccc(Cl)c(S(=O)(=O)N3CCCC3)c2)N(C)C)c1 (centres undefined)	4	-1	7	-4	1.6	9	1	9	0
CCN(CC)S(=O)(=O)c1ccc(C)c(NC(=O)COc2ccc(Br)cc2Cl)c1	-10	-2	3	-8	0.9	1	1	0	2
O=c1c(Cl)c(N2CCNCC2)cnn1C12CC3CC(CC(C3)C1)C2	-15	3	-8	-10	0.6	4	-2	9	-1
CC(C)(C)n1nc2c(c1NC(=O)Cc1ccc(Cl)cc1)CS(=O)(=O)C2	5	-1	-8	1	-1.5	8	-2	11	-1

Going on with the list:
SMILES	TIM10 inh	APJ ag	NALP3 yeast inh	APJ antagonist	MPTP block	tim10-1 inh	MIN6 prolif	tim23-1 inh	GRIN3A LBD mod
Cc1cccc(OCC(=O)NCC(c2cccs2)N2CCOCC2)c1 (centres undefined)	1	-2	12	15	-2.5	9	1	20	1
O=C(Cn1nnc2ccccc21)Nc1ccc([N+](=O)[O-])cc1	-14	-7	-1	9	0.6	0	4	2	-2
CC1CC(C)CN(S(=O)(=O)N2CCC(C(=O)NCCC3=CCCCC3)CC2)C1 (centres undefined)	12	0	19	-19	-0.5	-6	-4	4	2
O=C(Nc1nccs1)C1CCN(S(=O)(=O)c2cnc[nH]2)CC1	-19	2	14	20	-1.7	-4	-5	-2	2
COc1ccc(/C=C(/NC(=O)c2ccco2)C(=O)Nc2ccc(C(=O)O)cc2)cc1	8	-2	5	22	-0.7	-14	-3	-2	0
CC(C)N(C(=O)CO/N=C/c1cccc([N+](=O)[O-])c1)C(C)C	18	-3	17	4	-2.3	1	2	27	-1
O=C(NCCc1cccnc1)c1cc(COc2ccc(F)cc2Cl)on1	3	-5	25	-7	-0.3	45*	-3	29	-2
NS(=O)(=O)c1ccc(CCNC(=O)[C@@H]2CCCN2S(=O)(=O)c2ccccc2F)cc1	-3	-3	-3	15	-0.2	6	0	4	-4
Cc1c(S(=O)(=O)NC2CCCCCC2)c(=O)n(C)c(=O)n1C	-5	7	-1	12	-1.1	-1	1	13	3
Nn1c(SCc2ccccc2F)nnc1-c1ccncc1	5	2	-6	5	1.0	1	-1	-9	1
CCOC(=O)c1c(-c2ccccc2)csc1NC(=O)c1cccc(N2C(=O)CCC2=O)c1	4	0	1	-5	5.1	-6	1	-7	-9
COc1cc2c(cc1OC)C1(CCCCC1)CN(C)C2	-4	-2	1	10	1.1	3	0	2	-1
Cc1cc(F)ccc1NCc1ccccc1[N+](=O)[O-]	10	-3	11	12	-1.1	28	-1	24	0
COC(=O)[C@H](Cc1ccccc1)NC(=O)NCCC1=CCCCC1	6	-4	-11	-2	0.1	17	-3	15	-1
COc1ccc(/C=C(\NC(=O)c2ccccc2)C(=O)NCCN2CCOCC2)cc1	-4	0	18	11	0.1	17	0	13	1
CC(=NCc1ccco1)c1c(C(F)(F)F)[nH]n(-c2nc3ccccc3s2)c1=O	51*	-4	3	1	7.6	75*	-4	22	-3
O=C(c1cccc(S(=O)(=O)N2CCOCC2)c1)N(CCO)Cc1ccccc1	8	0	7	-10	-1.2	14	-2	7	2
Cn1c(SC2C(=O)CC(C)(C)CC2=O)nnc1-c1ccco1	5	3	11	-16	-0.2	27	-1	17	7
CC1=C(C(=O)NCc2ccccc2)C(c2ccccc2OCC(N)=O)NC(=O)N1 (centres undefined)	4	-4	-2	2	-0.5	-4	-1	0	2
Cc1cc(OCC(=O)NCCCn2ccnc2)c2c(C)cc(=O)oc2c1	8	0	8	-10	-2.4	17	-1	7	1
COc1c(O)cc(O)c2c(=O)cc(-c3ccccc3)oc12	7	-5	26	3	2.6	-27	-4	24	-2
Cc1oc2cc(O)ccc2c(=O)c1Oc1ccc2ccccc2c1	20	-1	18	-12	44	21	1	42	-4
O=C(N/N=C/c1cccc(OCC(=O)N2CCCC2)c1)C(=O)Nc1ccccc1F	-4	-3	5	7	10	18	-1	7	-5
Cc1ccc2c(c1)c(C)c(C)n2CC(O)CN1CCCCC1C (centres undefined)	8	-2	14	6	1.3	-8	-1	-2	1
Cc1ccc(C(NC(=O)/C=C\c2ccc3c(c2)OCO3)C(=O)Nc2ccc3c(c2)OCO3)cc1 (centres undefined)	-5	-2	26	-8	1.6	-27	-2	-1	-5

Part of the list above, limited to GRIN3A LBD mod, APJ antagonist and tim23-1 inh:
molecule	GRIN3A LBD mod	APJ antagonist	tim23-1 inh
O=C(Nc1nccs1)C1CCN(S(=O)(=O)c2cnc[nH]2)CC1	2	20	-2
O=C(c1cccc(S(=O)(=O)N2CCOCC2)c1)N(CCO)Cc1ccccc1	2	-10	7

Records listed above that bear a hit mark in tim10-1 inh.
| SMILES | TIM10 inh | APJ ag | NALP3 yeast inh | APJ antagonist | MPTP block | tim10-1 inh | GRIN3A LBD mod |
| --- | --- | --- | --- | --- | --- | --- | --- |
| O=C(NCCc1cccnc1)c1cc(COc2ccc(F)cc2Cl)on1 | 3 | -5 | 25 | -7 | -0.3 | 45* | -2 |
| CC(=NCc1ccco1)c1c(C(F)(F)F)[nH]n(-c2nc3ccccc3s2)c1=O | 51* | -4 | 3 | 1 | 7.6 | 75* | -3 |

(list continues)
SMILES	TIM10 inh	APJ ag	NALP3 yeast inh	APJ antagonist	MPTP block	tim10-1 inh	MIN6 prolif	tim23-1 inh	GRIN3A LBD mod
CCc1nn(CC(=O)NCCCN(CC)CC)c(=O)c2cc3sc(C)cc3n12	1	-4	5	-17	0.1	-9	0	9	2
CCN(C(=O)CN1CCN(c2cccc(C(F)(F)F)c2)CC1)c1c(N)n(Cc2ccccc2)c(=O)[nH]c1=O	16	0	2	-6	-0.9	14	0	10	0
COC(=O)CCCNc1ncccc1[N+](=O)[O-]	-4	-3	0	-1	0.9	17	1	15	-1
COc1ccccc1Nc1ncnc2ccccc12	-7	-1	6	16	-5.5	2	0	6	-1
CCn1c(SCC(=O)Nc2ncc(C(F)(F)F)cc2Cl)nnc1-c1ccccc1	13	0	-1	-7	2.3	17	-2	4	-2
Fc1cccc(Cn2cc(C(=S)N3CCOCC3)c3ccccc32)c1	-9	-5	0	17	0.8	27	0	19	4

Compound profiles, as listed above. Order of screens: TIM10 inh	APJ ag	NALP3 yeast inh	APJ antagonist	MPTP block	tim10-1 inh	MIN6 prolif	tim23-1 inh	GRIN3A LBD mod
CCc1nn(CC(=O)NCCCN(CC)CC)c(=O)c2cc3sc(C)cc3n12 across the screens: 1	-4	5	-17	0.1	-9	0	9	2
COc1ccccc1Nc1ncnc2ccccc12 across the screens: -7	-1	6	16	-5.5	2	0	6	-1
